ERK EGF inh: EGF-driven ERK pathway inhibition. HEK293-V1b, EGF-stimulated phospho-ERK AlphaScreen. Potency, µM (highest dose often 11.5 µM), for the others: at the highest dose activity change, negative = inhibition, most hits filed as inhibitors. 130,000 tested, 0.41% active; active = well fitted inhibition curve with a large enough effect; inconclusive = small, poorly fitted or top-dose-only effect, or effect the other way;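 also: plate controls were stimulated vehicle wells for no effect and unstimulated vehicle basal for full effect; nearly all actives have a fitted effect of over 55% in size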
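V1b-HEK293, 1% FBS o/n; cpd 30 min 37C; EGF 25 nM final, 5 min; lyse 10 min; AlphaScreen beads 5 h RT. Normalized DMSO basal vs EGF max; Hill AC50.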
The depositor's hits bear a star; ? = inconclusive; [ ] = dose if it differs, or a comment. Potency is read from the fitted curve at half-maximal effect. Not all compounds are listed; count on the stated rates, not on these rows.

SMILES | ERK EGF inh
CCCOc1ccc(CCc2n[nH]c(=S)n2-c2ccccc2)cc1 | -8%
CC(C)NC(=S)N1CCN(Cc2ccc3c(c2)OCO3)CC1 | -13%
O=C(Cc1ccccc1)N/N=C/c1ccc2cccc(O)c2n1 | -8%
CCOC(=O)n1ccn(C)c1=S | 17%
COc1cccc(/C=C/C(=O)OCC(=O)NCC2CCCO2)c1 (configuration not stated) | 5%
CCOc1ccc(Oc2c(/C=N/NC(=O)COc3ccccc3OC)c(C)nn2-c2ccccc2)cc1 | -2%
COCCCN(C(=O)Cc1ccc(Cl)c(Cl)c1)c1c(N)n(Cc2ccccc2)c(=O)[nH]c1=O | -2%[57.5 µM]
O=C(CSc1nnc(COc2cccc3ccccc23)o1)N1CCN(C(=O)c2ccco2)CC1 | 6%
CC#CCCc1nc2ccccc2c(=O)n1N | -9%
COc1ccc(-c2nnc3ccc(SCc4ccccc4)nn23)cc1 | -2%[57.5 µM]
Cc1nc(-c2ccc(Cl)cc2)sc1C(=O)NNC(=O)C(C)C | 2%[57.5 µM]
Cn1nnnc1SCC(=O)Nc1ccc(Br)cc1Cl | -2%
O=C(COC(=O)c1cc2c(s1)CCCC2)NCc1ccccc1Cl | 1%
COc1cccc(/C=N/NC(=O)C(C)Sc2ccccc2)c1 (configuration not stated) | 4%
O=c1c2cccnc2n(-c2ccccc2)n1Cc1ccc(Cl)cc1 | -3%
CCc1ccc(NC(=O)CSc2nnc(-c3n[nH]c4ccccc34)n2-c2ccccc2)cc1 | -4%
CCc1ccccc1NC(=O)Cn1nc(C(F)(F)F)c2c1CCC2 | 10%
CCOc1cc(NC(=S)NCCOC)c(OCC)cc1NC(=O)c1ccco1 | 7%
CCOC(=O)Nc1c(Cl)n(C)c(=O)n(C)c1=O | -12%[57.5 µM]
COc1ccc(NC(=O)N2CCC3(CC2)CCN(C(=O)c2ccco2)CC3)cc1 | 10%
COc1ccccc1CN1CCNC(=O)C1CC(=O)NCc1csc(C)n1 (configuration not stated) | 4%[57.5 µM]
C=CC(C)(C)c1[nH]c2ccccc2c1C1=C(O)C(=O)C(c2c[nH]c3c(CC=C(C)C)cccc23)=C(O)C1=O | -11%
COc1ccc(NC(=O)Nc2ccc(Cc3ccncc3)cc2)c(OC)c1 | -9%
Cc1ccc(NC(=O)CSc2nc(=O)cc(N)n2CCc2ccccc2)cc1 | 3%

Brought forward from above: 2 entries, then new ones.
SMILES | ERK EGF inh
COc1ccc(NC(=O)Nc2ccc(Cc3ccncc3)cc2)c(OC)c1 | -9%
Cc1ccc(NC(=O)CSc2nc(=O)cc(N)n2CCc2ccccc2)cc1 | 3%
Cc1cc(NC(=O)CCCn2cnc([N+](=O)[O-])n2)no1 | -6%
Cc1ccc(S(=O)(=O)N(CC(=O)N2CCCCC2)c2cccc(C)c2)cc1 | -1%
CCCCCCN(C(=O)CCl)c1ccccc1 | 0%[57.5 µM]
O=C(CC1C(=O)N(c2ccccc2)C(=S)N1c1ccccc1)c1ccc(Br)cc1 (configuration not stated) | -1%
NCCCn1cnc2ccccc21 | 1%
COc1ccc2c(c1)O[C@@H](c1ccc3c(c1)OCO3)[C@H](OC(=O)NCCc1ccc(OC)c(OC)c1)C2=O | -1%
O=[N+]([O-])c1ccc(/C=C/C2=NN(c3ccccc3)C(c3ccco3)C2)o1 (configuration not stated) | ?
Cc1ccc2cc(CCNC(=O)c3ccco3)c(=O)[nH]c2c1C | -2%
O=C(Nc1nnc(-c2ccccc2)o1)Nc1ccc(F)cc1F | 3%
NC(=O)[C@@H]1CCCN1Cc1nc(Cc2cccc(C(F)(F)F)c2)no1 | -1%
N/C(=N\NC(=O)c1ccc(Cl)cc1)c1cnccn1 | -2%[57.5 µM]
O=c1oc2cc(O)c(Cl)cc2c2ccccc12 | 5%
CCCc1[nH]n(-c2ccc([N+](=O)[O-])cc2)c(=O)c1C=NCCCn1ccnc1 | -2%
CC1=CC(=C(C#N)c2nc3ccccc3s2)C=C(C)N1c1ccc(F)cc1 | 0%
Cc1cc(C)cc(NC(=O)COC(=O)c2cc(C)oc2C)c1 | -4%
CCn1cc(C(=O)NCc2ccco2)c(=O)c2cc(S(=O)(=O)N3CCCC3)ccc21 | -4%
COc1ccc(CCN=C(N)NS(=O)(=O)c2cccs2)cc1OC | 2%
O=C(O)c1ccc(NC2=C(n3nnc4ccccc43)C(=O)c3ccccc3C2=O)cc1 | 7%[57.5 µM]
N#C/C(=C\c1c[nH]c2ccccc12)C(=O)c1ccc(O)c(O)c1 | 6%
O=C(CSc1nncn1-c1cccnc1)N1CCOCC1 | -3%
O=C(CC(=O)c1ccccc1)c1ccccc1 | 8%
COc1ccc(-c2nnc(SCC(=O)Nc3cc(S(=O)(=O)N4CCCCC4)ccc3Cl)n2N)cc1 | 4%
COc1ccc(NC(=O)c2c(Cl)cnn2C)c(C)c1 | 14%[57.5 µM]
O=C(COc1cccc2cccnc12)N/N=C1\SCC(=O)N1CCc1ccccc1 | -4%
O=C1CCC(c2ccccc2)N1C(=O)c1cccnc1 (configuration not stated) | 1%
CCC1CCCCN1C(=O)COc1cccc2c1CCN(C)C2=O (configuration not stated) | 1%
CCc1ccc(NC(=O)CSc2ccc(-c3ccco3)nn2)cc1 | 3%
CC(C)(C)c1ccc(C(=O)N2CCC(=O)N(C(CO)Cc3ccccc3)CC2)cc1 (configuration not stated) | 11%
CCCNCc1cc(Br)ccc1OCC(=O)NCCc1ccccc1 | 6%
O=C(c1cc2c(=O)n3ccccc3nc2s1)N1CCN(Cc2ccc3c(c2)OCO3)CC1 | -8%
CC(Nc1ccc(Cl)cc1)c1cc(Cl)ccc1O (configuration not stated) | ?
Cc1c(/C=N/NC(=O)c2ccccc2O)c2ccccn2c1C(=O)c1ccc(F)cc1 | 21%
Cc1ccc(S(=O)(=O)NCC(=O)OCC(=O)Nc2cccc(S(=O)(=O)NC3=NCCCCC3)c2)cc1C | 6%[57.5 µM]
O=C(O)c1ccccc1-c1ccccc1C(=O)Nc1ccc2c(c1)[nH]c(=O)c1ccccc12 | 4%[57.5 µM]
COc1cc(NC(=O)c2cccc(C)c2)c(Cl)cc1[N+](=O)[O-] | 7%
COc1ccc(Cl)cc1-c1nc(SCC(=O)NCCN2C(=O)CSC2=O)n[nH]1 | 21%
O=C(COC(=O)c1ccc(F)cc1)Nc1ccccc1N1CCOCC1 | 0%
Cc1ccc(-c2csc(N(CCCN(C)C)C(=O)c3ccco3)n2)cc1 | 3%
CN(C(=S)Nc1ccc(SC(F)F)cc1)c1ccc(O)cc1 | -9%
CCN(CC)CCN(C(=O)c1ccc(N2C(=O)CCC2=O)cc1)c1nc2cc3c(cc2s1)OCO3 | 0%
Cc1ccc(C)n1CCN1CCN(C(=O)c2ccc(Cl)cc2)CC1 | 6%[57.5 µM]
CCOc1ccccc1NS(=O)(=O)c1ccc(OC)c(OC)c1 | 8%
CN(C)S(=O)(=O)c1cccc(NC(=O)CN2C(=O)NC(CCc3ccccc3)C2=O)c1 (configuration not stated) | -4%
N/C(=N\N=C\c1cccs1)SC1CC(=O)N(c2cccc([N+](=O)[O-])c2)C1=O (configuration not stated) | -8%
Cc1onc(-c2ccccc2)c1NC(=O)N(CCC(=O)O)Cc1ccccc1 | -1%[57.5 µM]
Cc1ccc(S(=O)(=O)C(C#N)c2nc3ccccc3nc2OCCO)cc1 (configuration not stated) | -3%
Cc1ccc(-n2c(-c3ccncc3)n[nH]c2=S)cc1C | 42%
Cc1ccc2ncccc2c1N | -1%[57.5 µM]
Cc1ccc(C)n1-c1ccc(C(=O)NCc2ccncc2)cc1 | 3%
CC(C)Oc1cccc(C(=O)C2CCCN(S(=O)(=O)C(C)C)C2)c1 (configuration not stated) | -8%
O=C(COC(=O)c1cccnc1Cl)Nc1ccc2c(c1)OCO2 | 15%
CCOC(=O)CCSc1nc(C)c2cc(C)c(C)cc2n1 | 6%
CC(=O)NNC(=O)CC(=O)Nc1nc(C23CC4CC(CC(C4)C2)C3)cs1 | -6%
COc1cc(/C=C/C(=O)N2CCCCC2=O)cc(OC)c1OC | -3%
CC(C)c1ccc(N(C(=O)c2csnn2)C(C(=O)NC(C)(C)C)c2cccnc2)cc1 (configuration not stated) | 32%
COc1ccc(C/C(C)=N/NC(=S)Nc2ccc(C(C)C)cc2)cc1 | -3%
COc1cccc(N(CC(=O)Nc2cccnc2)S(C)(=O)=O)c1 | -2%
CCN(CC)c1ccc(C(=O)N/N=C(\C)c2ccc(OC)c(OC)c2)cc1 | -5%
Cc1cccc2c1-c1sc(C(=O)Nc3cccc([N+](=O)[O-])c3C)cc1CO2 | 0%
O=C(O)c1ccc(Nc2nc(-c3cc4ccccc4oc3=O)cs2)cc1O | 0%

Copied from the list:
In ERK EGF inh, CCOC(=O)n1ccn(C)c1=S has 17%
In ERK EGF inh, O=C(O)c1ccccc1-c1ccccc1C(=O)Nc1ccc2c(c1)[nH]c(=O)c1ccccc12 has 4%[57.5 µM]
In ERK EGF inh, O=C(COC(=O)c1cccnc1Cl)Nc1ccc2c(c1)OCO2 has 15%
In ERK EGF inh, COc1ccc(C/C(C)=N/NC(=S)Nc2ccc(C(C)C)cc2)cc1 has -3%
In ERK EGF inh, COc1ccccc1CN1CCNC(=O)C1CC(=O)NCc1csc(C)n1 (configuration not stated) has 4%[57.5 µM]
In ERK EGF inh, COc1ccc(NC(=O)N2CCC3(CC2)CCN(C(=O)c2ccco2)CC3)cc1 has 10%
In ERK EGF inh, Cc1ccc(C)n1CCN1CCN(C(=O)c2ccc(Cl)cc2)CC1 has 6%[57.5 µM]

Some of the entries so far, with each value named.
SMILES: COc1cc(/C=C/C(=O)N2CCCCC2=O)cc(OC)c1OC
  ERK EGF inh: -3%
SMILES: CC(C)c1ccc(N(C(=O)c2csnn2)C(C(=O)NC(C)(C)C)c2cccnc2)cc1 (configuration not stated)
  ERK EGF inh: 32%
SMILES: COc1ccc(C/C(C)=N/NC(=S)Nc2ccc(C(C)C)cc2)cc1
  ERK EGF inh: -3%

New compounds follow
SMILES | ERK EGF inh
O=C(NCC1CCCO1)C(=O)NCC(c1ccco1)N1CCN(c2ccc(F)cc2)CC1 (configuration not stated) | 5%
O=C(/C=C1\SC(=O)NC1=O)Nc1ccc(F)cc1 | 4%
O=C(Nc1nnc(-c2ccncc2)o1)c1ccc(Br)s1 | -2%
O=C(Cn1c2ccc(F)cc2c2nc3n(c(=O)c21)CCS3)Nc1ccccc1F | -3%
Cc1ccc(SCCC(=O)Nc2cccnc2)cc1 | 11%
COc1ccccc1/C=N/NC(=O)c1ccc(Cn2nc([N+](=O)[O-])cc2C)cc1 | 7%
Cc1ccc(C)c(NC(=S)NNC(=O)c2csc(C(C)C)c2)c1 | -3%
Cc1ccc(C(=O)Nc2nc3n(n2)C(c2ccccc2)CC(=O)N3)cc1 (configuration not stated) | 12%[57.5 µM]
COc1ccc(Cl)cc1NC(=O)/C=C/C(=O)O | 12%[57.5 µM]
FC(F)(F)c1cc(Cl)c2nnc(C(F)(F)Cl)n2c1 | 12%
N#Cc1ccc(C23CC4(C2)[C@H](CN(Cc2ccc(C(F)(F)F)cc2)[C@@H]4c2ccccc2)C3c2ccccc2)cc1 (some centres not stated) | -10%
NC(=S)N(c1ccccc1)c1ccccc1 | -4%
CCCn1c(SCC(=O)Nc2cccc(S(=O)(=O)NC3=NCCCCC3)c2)nc2ccccc2c1=O | 15%
Cc1nc(C(=O)NNC(=O)c2ccc(Cl)cc2)cs1 | -6%[57.5 µM]
CCN1CCN(C(=O)C(C)Nc2ccc(OC)cc2OC)CC1 (configuration not stated) | 5%
Cc1cc2[nH]cnc2c([N+](=O)[O-])c1C | 3%
CC1CC(CCN)(c2ccccc2)C(C)CN1C (configuration not stated) | -10%[57.5 µM]
O=C(CCCO)CCCCCCCCC[C@H]1N[C@H](CO)[C@@H](O)[C@@H]1O | 2%
O=C(O)c1cccc(NC(=O)c2ccc(Cl)c(S(=O)(=O)N3CCCCCC3)c2)c1 | -1%
CN1CCN(c2ccc(C(CC(N)=O)NC(=O)Cc3ccc(Br)cc3)cc2[N+](=O)[O-])CC1 (configuration not stated) | 4%[57.5 µM]
Cc1ccccc1NS(=O)(=O)c1ccc(OCCNS(C)(=O)=O)cc1 | 7%
CC(/C=C/c1ccco1)=N\NC(=O)CNc1ccc2ccccc2c1 | 0%
Cc1cc(C)nc(SC2c3cccc4cccc(c34)C2NS(=O)(=O)c2ccccc2)n1 (configuration not stated) | 7%
CCOc1cc(S(=O)(=O)N(CC)CC)ccc1Cl | 3%
CCN(c1ccccc1)S(=O)(=O)c1ccc(Cl)c(NC(=O)COC(=O)c2ccc[nH]c2=O)c1 | -26%[57.5 µM]
Cc1ccc(C(=O)OCC(=O)c2c[nH]c3ccccc23)cc1NC(=O)c1ccco1 | 3%
CN1CCN(C=Nc2nc3ccccc3nc2N2CCCC2)CC1 | -2%
CCCC(=O)N1CCN(c2ccc(NC(=O)c3ccc([N+](=O)[O-])o3)cc2)CC1 | 11%
O=C(Nc1ccccc1)Nc1ccccc1Br | 1%
Cc1cc(NC(=O)Cn2cc([N+](=O)[O-])cn2)no1 | -1%
CCSc1nc2cc(C(=O)OC)ccc2c(=O)n1CC | -4%
COC(=O)CC1C(=O)NCCN1C(=S)Nc1ccc(F)cc1 (configuration not stated) | 6%[57.5 µM]
O=C(CCc1nnc(C2CCCCC2)o1)NCc1cccc(-n2cccn2)c1 | -4%
CCN1CNC(=S)N(Cc2ccccc2)C1 | 0%
CCNc1ccc(S(=O)(=O)N(C)C)cc1NCC(=O)Nc1ccccc1Br | 0%
O=c1[nH]c(/C=C/c2cccc3ccccc23)nc2ccccc12 | -3%
CNC(=O)C1=C(C)Nc2nc3ccccc3n2C1c1ccc(F)cc1 (configuration not stated) | 2%[57.5 µM]
COc1ccc(C(=O)CCNc2cccc(Cl)c2)cc1 | 3%

Nothing new here: entries from further up.
SMILES | ERK EGF inh
CNC(=O)C1=C(C)Nc2nc3ccccc3n2C1c1ccc(F)cc1 (configuration not stated) | 2%[57.5 µM]
COc1ccc(C(=O)CCNc2cccc(Cl)c2)cc1 | 3%

Screens as filed in PubChem.
